HTR2A ag: activates the mouse 5-HT2A serotonin receptor | P35363 | CHO-K1 mHTR2A beta-arrestin complementation, luminescence; percent of 30 µM serotonin response | activation, % at 7.6 µM | 0.66% of 360,000 active | AID 624169;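 active means activation above a run cutoff, the mean activation of all tested compounds plus 3 SD, cut at about 14% in these data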;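 further: 0% = plate median of compound wells and 100% = 30 µM serotonin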
Target sequence (P35363 whole entry, looked up): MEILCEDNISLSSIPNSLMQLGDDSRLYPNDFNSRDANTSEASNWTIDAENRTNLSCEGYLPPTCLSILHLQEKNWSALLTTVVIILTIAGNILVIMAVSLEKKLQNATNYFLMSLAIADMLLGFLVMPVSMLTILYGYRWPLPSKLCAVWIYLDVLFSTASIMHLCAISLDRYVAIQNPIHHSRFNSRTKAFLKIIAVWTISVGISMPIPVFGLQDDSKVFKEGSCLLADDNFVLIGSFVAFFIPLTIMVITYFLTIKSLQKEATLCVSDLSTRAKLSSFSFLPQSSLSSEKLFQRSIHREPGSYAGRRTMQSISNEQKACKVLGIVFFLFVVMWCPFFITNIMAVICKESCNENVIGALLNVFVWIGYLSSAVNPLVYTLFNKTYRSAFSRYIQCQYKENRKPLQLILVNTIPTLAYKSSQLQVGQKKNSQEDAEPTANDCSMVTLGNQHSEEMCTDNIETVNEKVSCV
N-glyco inh: blocks N-linked glycosylation in D54 reporter cells; 0.23% of 360,000 active; D54 ERlucT glycosylation luciferase reporter, 24 h; percent of 100 nM tunicamycin response; reporter increase, % at 12.5 µM;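 active means mean luciferase reporter signal, scaled so untreated is 0 and the glycosylation-blocking control 100, at or above a set limit in every replicate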;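 further: luciferase carries N-glycosylation sites so blocking glycosylation raises the light; 0% = median of neutral control wells and 100% = median of 100 nM tunicamycin wells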
hiPSC survival: hiPSC single-cell survival enhancement. ATPlite luminescence; 100% = ROCK inhibitor wells, 0% = DMSO. AID 602274. 0.044% of 360,000 active. survival enhancement, % at 20 µM; in the data active means survival enhancement above about 18%;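 further: cells exposed to compounds for 16 hours before the ATP read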
CaV13 FRET inh: Primary screen for inhibitors of IQ motif and Ca2+-dependent inactivation inhibitor domain binding in CACNA1D, Förster resonance energy transfer in living cells, …; inhibition, % at 12.3 µM; AID 743397; 0.098% of 340,000 active; HEK cells, CFP/YFP FRET ICDI-IQ, plate reader, 10 min; percent FRET-ratio fall versus neutral wells;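 active means mean replicate inhibition of at least 30% and at least 1% of replicates passing that level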;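 further: 0% = median of the neutral control wells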
aDG glyco up: alpha-DG glycosylation activation; Pro5-aDG cells, alpha-DG glycosylation AlphaScreen (IIH6); 0% Pro5, 100% B10-LARGE cell signal; activation, % at 10 µM; 0.22% of 360,000 active; AID 624168;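 active means activation of at least 8% versus controls, or a plate z-score of at least 8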;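 further: Pro5 are CHO cells carrying HIG-tagged alpha-DG that lacks glycosylation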
Vif inh: inhibitors of HIV Vif; HEK293T cells, Vif self-association by quenched fluorescence, imaging, 24 h; inhibition, % at 7.49 µM; 0.35% of 340,000 active; in the data active means inhibition above about 50%, passing the limit was not always enough; further: some results filed as inactive read as strong as hits
PDI turbidity: blocks human protein disulfide isomerase activity; P07237; PDI insulin aggregation turbidity, A650, 90 min; inhibition, % at 10 µM; AID 588391; 0.052% of 350,000 active;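 active means mean inhibition across replicates of 30% or more, whatever share of single replicates reach that level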;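 further: absorbance from insulin aggregation driven by PDI reduction with DTT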
Target sequence (P07237 whole entry, looked up): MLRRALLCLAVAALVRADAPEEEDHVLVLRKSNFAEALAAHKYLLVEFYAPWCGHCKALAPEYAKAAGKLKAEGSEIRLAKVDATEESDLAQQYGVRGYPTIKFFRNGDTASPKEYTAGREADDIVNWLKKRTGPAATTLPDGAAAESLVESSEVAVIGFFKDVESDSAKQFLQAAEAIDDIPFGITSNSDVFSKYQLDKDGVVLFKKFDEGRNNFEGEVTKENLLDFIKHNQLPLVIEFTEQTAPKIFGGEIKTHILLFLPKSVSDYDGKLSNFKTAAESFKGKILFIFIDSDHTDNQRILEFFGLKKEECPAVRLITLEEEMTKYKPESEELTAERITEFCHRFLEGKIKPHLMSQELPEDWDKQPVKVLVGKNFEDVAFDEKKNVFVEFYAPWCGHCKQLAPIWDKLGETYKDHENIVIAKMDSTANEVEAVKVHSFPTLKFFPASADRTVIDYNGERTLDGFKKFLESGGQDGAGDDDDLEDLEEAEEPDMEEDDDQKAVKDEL
ABCB6 inh MLPCN: blocks the human ABCB6 transporter; Q9NP58; K562-ABCB6 porphyrin accumulation, flow cytometry, 1 h; active compounds read low; fluorescence ratio to DMSO, % at 10 µM; 0.19% of 360,000 active; AID 602162;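 active means fluorescence ratio to DMSO below 75%, the collection mean minus 3 SD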;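 further: signal is porphyrin accumulated inside mitochondria; 100% equals median channel fluorescence of DMSO control wells; lower ratio means ABCB6 inhibition with less porphyrin fluorescence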
Granule exo inh: blocks lytic granule exocytosis; TALL-104 LAMP-1 surface exposure, flow cytometry; cells stimulated with thapsigargin and PMA; inhibition, % at 10 µM; 0.66% of 360,000 active;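 active means inhibition above about 55%, limit read from the data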
Cardio protect: protects H9c2 cardiomyocytes from peroxide injury | H2O2 injury protection, ATPLite, 2 h | protection from H2O2 cell death, % at 20 µM | 0.63% of 360,000 active;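 active means compounds giving at least 50% protection of heart cells from peroxide-induced death in the single-dose screen, raw or plate-pattern-corrected value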;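 further: 0% = DMSO wells with peroxide and 100% = DMSO wells without peroxide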
* hit, by the source's call; / = not tested or not shown. The order is random. Share with any hit: about 3.1%.

SMILES	HTR2A ag	N-glyco inh	hiPSC survival	CaV13 FRET inh	aDG glyco up	Vif inh	PDI turbidity	ABCB6 inh MLPCN	Granule exo inh	Cardio protect
O=C(CCC(=O)N(CC(=O)NC1CCCCC1)Cc1cccs1)Nc1nccs1	-2	2	-0.3	-6	-0.1	-7	-2	96	-1	1
COc1ccccc1N1CCN(c2nc(C)cc(=O)[nH]2)CC1	-2	4	-0.1	-3	0.0	-5	-2	93	0	-1
COc1cc(OC)c(NC2=CC(=O)C(=O)c3ccccc32)cc1Cl	6	-20	-0.8	-13	1.0	1	3	119	6	-19
O=C(O)Cn1c(P(=O)(O)c2ccccc2)nc2ccccc21	7	0	-0.4	-6	0.1	/	6	89	-4	10
CC1(C)C(=O)OC(c2c3ccccc3cc3ccccc23)C(C)(C)C1=O (centres undefined)	1	0	-0.4	-4	-0.1	-1	-7	97	27	-6
O=S(=O)(NCCCc1ccccc1)c1cccc2nsnc12	-1	-3	4.7	-3	0.0	-2	-1	102	1	2
COc1cc2ccnc(C=O)c2cc1OC	2	19	-2.4	/	0.4	1	0	104	11	56*
COc1cccc(-n2c(=O)[nH]cc(C(=O)Nc3ccc4c(c3)OCCO4)c2=O)c1	-3	2	0.3	-5	-0.2	1	11	98	-1	2
CN=c1scc(C)n1/N=C/c1ccc2c(c1)OCO2	-2	-13	-5.7	/	-0.2	-3	1	97	1	-25
COc1ccc(S(=O)(=O)N2CCC(C(=O)N3CCCCC3)CC2)cc1OC	4	1	-2.9	-5	0.0	13	9	90	-2	-6
CCCCn1c(SCC(=O)N2CCOCC2)nc2c1c(=O)n(C)c(=O)n2C	0	3	-0.4	-2	0.1	-19	-16	96	-5	-7
COc1cc(NC(=O)CCl)ccc(=O)c1	1	3	-4.5	-9	0.5	-1	-12	97	-1	-9
O=C(c1ccccc1CCc1ccccc1)N1CCOCC1	0	1	-2.2	/	1.5	-2	-7	/	0	-3
CCOC(=O)c1c(C)[nH]c(C(=O)COC(=O)C2(C)CC2(Cl)Cl)c1C (centres undefined)	0	-1	-0.9	-4	0.7	-4	-2	87	8	-4
Clc1ccc(-c2cc(C3CCNCC3)[nH]n2)c(Cl)c1	-5	0	-0.4	-3	11*	4	6	101	-1	10
CCCNS(=O)(=O)c1ccc(CCC(=O)N2CCN(CC)CC2)cc1	2	0	0.7	-10	-0.1	-2	-13	91	-3	-4
COc1ccc(OC)c(CNC(=O)CCc2cn(C)c3ccccc23)c1	5	1	-0.1	-20	0.0	-15	-4	96	-2	4
COc1ccc2nc(SC(C)C(=O)NCC(=O)Nc3ccc(F)c(F)c3F)[nH]c2c1 (centres undefined)	-4	1	-0.3	-6	0.0	7	-9	98	2	-4
O=C(O)CCC(=O)NNC(=O)c1ccc([N+](=O)[O-])cc1	7	-1	-0.5	-2	0.0	3	14	98	5	-8
CC(NCc1cccs1)c1ccccc1 (centres undefined)	3	-3	-0.7	3	-0.4	5	4	91	0	2
O=C(OCC(=O)N1CCCC1)c1ccc(O)cc1	1	-1	0.5	-4	-0.2	6	-1	98	1	-2
O=C(NCc1ccc(F)cc1F)c1cc(COc2c(F)cccc2F)on1	-2	-2	-0.6	-7	0.2	4	-5	91	-3	-10
Cc1ccc(OCCN2C(=O)C(=O)c3cc(C)ccc32)cc1	-5	18	-0.1	-15	0.3	/	-4	99	72*	-5
Cc1nnc(SCC(=O)NC2CCCc3ccccc32)n1-c1ccccc1 (centres undefined)	2	0	-0.4	-3	7.0*	11	7	100	-2	7
Cn1c(COc2ccccc2Br)nc2ccccc21	-2	-5	-0.3	-2	0.0	2	-2	100	-6	-12

Following part.
SMILES	HTR2A ag	N-glyco inh	hiPSC survival	CaV13 FRET inh	aDG glyco up	Vif inh	PDI turbidity	ABCB6 inh MLPCN	Granule exo inh	Cardio protect
CCCn1c(SCC(=O)N2CCN(C(C)=O)CC2)nc2sc3c(c2c1=O)CCC3	5	-1	-0.5	-5	-0.1	-4	7	99	-2	6
COc1ccc2nc(NC(=O)c3cccc(S(=O)(=O)N4CCOCC4)c3)sc2c1	1	-2	0.0	-6	0.1	/	1	83	-1	0
CC(C)c1ccc(OCC(=O)NNC(=S)NC(=O)C2CC2)cc1	-8	2	-0.6	-3	0.2	-1	-7	98	4	10
CCOC(=O)c1cnc(Nc2nc3ccccc3o2)nc1C	0	-22	-6.2	-5	0.3	0	-7	107	-4	-22
O=C(O)c1ccc(CNC(=O)C2CCCN2C(=O)OCc2ccccc2)cc1 (centres undefined)	-2	0	-0.6	-21	0.1	12	-2	99	-12	3
Cc1ccc(S(=O)(=O)N2CCCOC2CNC(=O)C(=O)NCc2cccs2)cc1 (centres undefined)	-2	0	1.9	-5	0.1	-3	20	98	2	-5
O=C(Nc1cc(C(F)(F)F)ccc1N1CCOCC1)c1ccncc1	0	1	-0.5	-5	0.2	14	4	95	0	4
CC(C)Nc1nc(N(c2ccccc2)c2ccccc2)nc(-n2ccnc2)n1	3	0	1.7	0	1.4	7	-2	96	4	-4
Cc1cc(C(=O)O)c(CSCc2cc(C(=O)O)oc2C)o1	-2	-1	-0.8	-7	-0.1	/	8	98	4	7
CCC(C)NC(=O)C(=O)NC1CCCC1 (centres undefined)	-3	3	0.1	3	-0.1	32	28	100	-8	7
O=Cc1c(N2CCN(c3ccccc3)CC2)nc2ccccn2c1=O	-9	1	11	-3	0.0	-2	1	91	-2	7
Cc1ccsc1C(=O)N1CCN(c2ncc(C(F)(F)F)cc2Cl)CC1	-3	-2	-0.4	-6	0.5	/	0	97	0	-4
C[C@H]1CN([C@@H](C)CO)C(=O)CCCn2cc(nn2)CO[C@@H]1CN(C)C(=O)Nc1ccccc1F	-2	1	1.0	-2	-0.4	-16	-1	106	-1	1
Cc1cc(S(=O)(=O)NCCc2ccncc2)cc(C)c1F	0	1	-0.5	-5	-0.1	8	0	92	10	-1
O=C(/C=C/c1ccc(F)cc1)N1CCCN(C(=O)/C=C/c2ccc(F)cc2)CC1	-2	4	4.4	-3	-0.2	8	1	98	3	1
C/C(CC(=O)NCc1ccccc1)=N\NC(=O)c1cnccn1	1	-1	4.1	-5	0.0	-4	13	104	10	4
Cc1cccc(Nc2ncnc3onc(-c4cccc(Cl)c4)c23)c1	3	-4	-0.4	-9	0.2	4	-4	98	-2	2
CCCCC(=O)NC(NC(=S)N1CCOCC1)C(Cl)(Cl)Cl (centres undefined)	-2	2	-3.0	-9	0.1	8	3	101	1	8
CCCn1c(N)c(C(=O)CSc2ncc(C(F)(F)F)cc2Cl)c(=O)[nH]c1=O	3	-3	0.2	0	0.2	1	1	90	2	-12
CCCOc1ccc(/C=c2\sc3ncnn3c2=O)cc1	-3	4	2.6	-20	-0.3	-8	4	98	-8	13
FC(F)(F)c1ccc(Cl)c(NC(=S)NC2CC2)c1	1	0	-2.4	-4	0.6	11	-17	98	17	-5
Cc1ccc(C(NC(=O)C2CCN(Cc3ccc(Cl)c(Cl)c3)CC2)c2ccccn2)cc1 (centres undefined)	-7	-2	3.8	-5	0.0	-1	17	100	1	3
COCCn1nnnc1C(c1cc2ccc(C)cc2[nH]c1=O)N(Cc1ccco1)Cc1cccs1 (centres undefined)	2	-2	3.9	/	0.0	-4	-1	99	-4	8
O=C1CC2(CCCC2)CC(=O)N1CCCCN1CCN(c2ncccn2)CC1	-5	0	1.9	-5	-0.1	-7	-7	97	-7	4
COc1ccc(NC(=O)c2ccc3c(c2)C(=O)N(CC2CCCO2)C3=O)cc1 (centres undefined)	-2	2	-0.6	-7	0.1	-46	-2	99	3	10

Next part.
SMILES	HTR2A ag	N-glyco inh	hiPSC survival	CaV13 FRET inh	aDG glyco up	Vif inh	PDI turbidity	ABCB6 inh MLPCN	Granule exo inh	Cardio protect
COc1ccc(/C(C#N)=C/c2cccnc2)cc1	-11	-1	0.3	-14	0.2	-4	4	96	-1	-3
O=C(c1ccc(=O)[nH]n1)N1CCc2ccccc2C1	6	1	-0.5	-7	-0.1	2	0	94	2	-2
Cc1cc(NC(=O)CSCc2ccccc2)no1	-2	1	0.1	-3	-0.2	3	-3	97	7	3
Cc1ccc2nc(NCCNC(=O)c3ccccc3)c(C#N)cc2c1	7	0	0.3	3	0.0	8	-48	99	2	18
Cc1ccc(-n2ccnc(SCC(=O)NC3CCCC3)c2=O)cc1F	2	2	0.6	-6	0.5	-5	2	102	-13	8
O=c1ccn(CCc2c[nH]c3ccccc23)c2c1CCCC2	6	-6	-0.1	-6	-0.2	-6	17	94	-4	13
CCCc1nc2ccccc2c(C(=O)OCC(=O)N2CCc3ccccc32)c1CC	-4	-1	6.9	-4	0.1	-5	0	89	3	16
Cc1cc(C(=O)Nc2ccccc2N2CCOCC2)c(C)o1	1	2	-0.1	-5	0.1	4	1	100	-2	6
CC1(C)C[C@H](O)[C@]2(CO)[C@H](O)C[C@]3(C)C(=CCC4[C@@]5(C)CC[C@H](O)C(C)(C)C5CC[C@]43C)[C@@H]2C1 (some centres undefined)	4	-5	2.7	-6	-0.5	-7	-9	101	-5	-18
C[C@@H]1CCCCO[C@H](CN(C)C(=O)Cc2ccccc2)[C@@H](C)CN([C@H](C)CO)C(=O)c2cc(N(C)C)ccc2O1	2	5	1.0	-3	-0.2	-11	18	98	-1	0
CC(C)C[C@@H](COc1ccccc1)N1CCN(CCc2ccccc2)CCC1=O	-9	0	0.4	-4	0.3	-4	-4	94	-3	-15
O=C(NC1=NCCS1)C1CC(=O)N(c2ccccc2)C1 (centres undefined)	-1	1	-1.9	-4	0.3	8	2	101	6	-4
COc1ccc(Cn2c(CCC(=O)O)nc3cccnc32)cc1	-1	0	0.2	-6	-0.3	1	2	105	-5	1
Cc1ccc(-c2cn3cc([N+](=O)[O-])ccc3n2)cc1	0	-19	-1.9	-8	0.6	/	5	84	2	-22
O=S(=O)(CC12C3C4C5C1C2C(Br)(C43)C51OCCO1)c1ccccc1 (centres undefined)	1	1	-1.0	-3	-0.2	4	-2	94	6	2
CC(=O)Nc1ccc(S(=O)(=O)Nc2nccc(C)n2)cc1	0	0	-0.7	-5	-0.1	-3	-1	104	-2	4
O=C(Cc1ccc(Br)cc1)OCC(=O)N1CCCCCC1	-5	1	1.9	-5	-0.1	-3	-9	94	-1	0
CN(CC(=O)Nc1cccc(S(=O)(=O)N2CCCC2)c1)Cc1ccccc1	-6	-1	0.0	-8	0.0	0	-6	94	3	0
CSCCC(NC(=O)c1ccco1)C(=O)NCc1ccc(F)cc1 (centres undefined)	1	1	-0.6	-5	-0.1	-1	4	96	-3	7
Cc1cc(C)nc(SCc2ccc(C(=O)NNC(=O)Nc3cccc(Cl)c3)cc2)n1	-2	-9	0.5	-5	0.5	-18	-5	106	-1	-7

Complete entries, quoted from the list:
Results for CN(CC(=O)Nc1cccc(S(=O)(=O)N2CCCC2)c1)Cc1ccccc1 : HTR2A ag: -6; N-glyco inh: -1; hiPSC survival: 0.0; CaV13 FRET inh: -8; aDG glyco up: 0.0; Vif inh: 0; PDI turbidity: -6; ABCB6 inh MLPCN: 94; Granule exo inh: 3; Cardio protect: 0
Results for COc1ccc(/C(C#N)=C/c2cccnc2)cc1 : HTR2A ag: -11; N-glyco inh: -1; hiPSC survival: 0.3; CaV13 FRET inh: -14; aDG glyco up: 0.2; Vif inh: -4; PDI turbidity: 4; ABCB6 inh MLPCN: 96; Granule exo inh: -1; Cardio protect: -3
